AmpC detergent – inhibitors of E. coli AmpC beta-lactamase with detergent. P00811. AmpC hydrolysis of nitrocefin, absorbance 480 nm, 0.01% Triton. Potency, µM (series often up to 114 µM), without a hit: at the top dose activity change, negative = inhibition, usual class: inhibitors. 0.041% of 370,000 active. AID 485294;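 also: potency is read from the fitted curve at half-maximal effect; 0% = no-compound wells and -100% = no-enzyme wells; nearly all actives have a fitted effect of over 25% in size; some results filed as inactive show a strong effect at the top dose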
Target sequence (P00811 whole entry, looked up): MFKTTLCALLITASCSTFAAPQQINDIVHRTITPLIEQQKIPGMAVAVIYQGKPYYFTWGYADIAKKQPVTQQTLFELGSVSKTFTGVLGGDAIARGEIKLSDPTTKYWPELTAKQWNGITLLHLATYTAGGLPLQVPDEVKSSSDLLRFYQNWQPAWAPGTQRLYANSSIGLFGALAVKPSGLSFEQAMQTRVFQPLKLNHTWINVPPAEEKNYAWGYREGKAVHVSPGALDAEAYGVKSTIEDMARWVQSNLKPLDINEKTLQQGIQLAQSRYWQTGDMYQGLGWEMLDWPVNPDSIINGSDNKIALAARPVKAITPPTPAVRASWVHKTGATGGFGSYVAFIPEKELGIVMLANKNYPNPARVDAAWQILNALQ
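AmpC (5.3 nM in the dispensed reagent) in 20 mM phosphate pH 7.0 with 0.01% (detergent screen) or 0.0001% Triton X-100 was preincubated with compounds for 15 min at room temperature. Nitrocefin was then added from an 800 uM solution, and hydrolysis was followed at 480 nm.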
AMA1-RON2 inh – disrupts binding of P. falciparum AMA1 to RON2; AlphaScreen AMA1-biotinylated RON2 peptide binding; AID 720542; Potency, µM (series often up to 58.2 µM), for the others: at the top dose activity change, negative = inhibition, most hits filed as inhibitors; 0.2% of 360,000 active;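 also: potency is read from the fitted curve at half-maximal effect; 0% = vehicle wells and -100% = peptide control; nearly all actives have a fitted effect of over 45% in size; some results filed as inactive show a strong effect at the top dose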
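AMA1 (3D7) with his tag at 25 nM final met compounds first, then biotinylated RON2 peptide at 25 nM; detection used donor plus acceptor beads, 10 µg/mL apiece, read by AlphaScreen after 30 min at room temperature.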
Tb PYK inh – T. brucei pyruvate kinase inhibition; Q57TT1; TbPYK enzyme, Kinase-Glo Plus ATP luminescence, 45 min; Potency, µM (titrated, usually from 76.8 µM), for inactives: top-dose activity, negative = inhibition, hits mostly inhibitors; 0.12% of 410,000 active; also: potency is read from the fitted curve at half-maximal effect; nearly all actives have a fitted effect of over 50% in size
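ADP (130 uM final) triggers the TbPYK reaction after compound addition; incubation is 45 min at room temperature. Kinase-Glo Plus is then added and luminescence imaged. Normalized data are fitted to concentration-effect curves.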
HCV inh – inhibitors of hepatitis C virus infection; Huh7.5.1 HCVcc-Cre infection, luciferase reporter, 44 h; Potency, µM (top dose mostly 41.8 µM), for inactives: top-dose activity change, negative = inhibition, most hits filed as inhibitors; 3.4% of 340,000 active; AID 651820; also: potency is read from the fitted curve at half-maximal effect
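Luciferase read-out (15 sec integration) after a 15 min room-temperature substrate step quantifies HCVcc-Cre infection. Cells, 1,000 per well, had compound added 4 h post-plating, then virus at ~0.5 moi, and were cultured 44 h.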
AmpC inh no detg – inhibitors of E. coli AmpC beta-lactamase without detergent | Potency, µM (highest dose often 57.1 µM), inactives show top-dose activity change, negative = inhibition, most hits filed as inhibitors | P00811 | AmpC nitrocefin hydrolysis, absorbance 480 nm, 0.0001% Triton | 0.52% of 330,000 active;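 also: potency is read from the fitted curve at half-maximal effect; plate controls were no compound for no effect and no enzyme for full effect; nearly all actives have a fitted effect of over 20% in size; some results filed as inactive show a strong effect at the top dose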
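20 mM phosphate pH 7.0 + 0.01% (detergent screen) or 0.0001% Triton X-100; 5.3 nM AmpC reagent; cpd preinc 15 min RT; nitrocefin (800 uM stock) to start; A480 q20 s × 4 min; Activity was normalised to no-enzyme and no-compound control wells.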
HCMV antiviral – human cytomegalovirus inhibition; HFF cells, HCMV-luciferase reporter, 72 h; active compounds read low; activity change, negative = inhibition, % at 57.5 µM; 4.5% of 410,000 active; in the data active = activity change below about -60%; inconclusive = no clear call, values can overlap the other calls; inactive = above about -39%
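Steps: HFFs plated, 16 h 37C; compounds added; HCMV-luciferase added to MOI 1 PFU/cell; 72 h 37C; OneGlo reagent, 5 min room temperature; luminescence read, normalized to controls.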
LmPK inh – LmPK (Leishmania mexicana) enzyme inhibition; purified LmPK, Kinase-Glo ATP luminescence, 1 h; Q27686; Potency, µM (doses to about 57.5 µM), for inactives: top-dose activity change, negative = inhibition, hits mostly inhibitors; AID 1721; 0.37% of 290,000 active; also: potency is read from the fitted curve at half-maximal effect
Target sequence (Q27686 whole entry, looked up): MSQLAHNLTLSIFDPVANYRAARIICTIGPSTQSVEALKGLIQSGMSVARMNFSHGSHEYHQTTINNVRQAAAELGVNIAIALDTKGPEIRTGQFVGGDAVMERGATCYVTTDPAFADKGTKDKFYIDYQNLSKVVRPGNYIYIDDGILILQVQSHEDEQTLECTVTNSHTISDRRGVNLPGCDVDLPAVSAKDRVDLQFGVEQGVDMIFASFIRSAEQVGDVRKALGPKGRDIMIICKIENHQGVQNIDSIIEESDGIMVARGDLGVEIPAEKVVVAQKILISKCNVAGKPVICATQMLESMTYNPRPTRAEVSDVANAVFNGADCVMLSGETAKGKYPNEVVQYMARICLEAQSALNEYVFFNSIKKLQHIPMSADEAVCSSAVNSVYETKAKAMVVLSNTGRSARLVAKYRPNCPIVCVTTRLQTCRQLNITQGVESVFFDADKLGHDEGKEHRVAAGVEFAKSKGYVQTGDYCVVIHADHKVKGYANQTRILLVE
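Screened at intermediate enzyme activity to detect both inhibitors and activators: LmPK at 0.1 nM, with a 0.5 nM enzyme column as activation reference. PEP 0.5 mM, ADP 0.1 mM; ATP detected by luminescence after 1 h.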
The depositor's hits bear a star; ? = inconclusive; . = no result given; & = joins results of further samples; [ ] = remark or other dose. Unless noted, calls follow the shape of the dose curve; as a rule, active = well fitted curve in the direction sought with a large enough effect; inconclusive = small, poorly fitted or top-dose-only effect, or another doubt; inactive = no such curve, though single readings can be large; an effect the other way counts as inactive or inconclusive. Unless noted, % is scaled to controls: 0 for no effect and ±100 for the full control effect.

mol	HCMV antiviral	LmPK inh	AmpC detergent	HCV inh	AmpC inh no detg	AMA1-RON2 inh	Tb PYK inh
Cc1cc(C)cc(NC(=O)Cn2nnc(C(=O)NCCc3ccccc3)c2N)c1	-36&-5	-2%	1%&4%	18%	-28%	-21%	2%&-5%
CC(=O)c1ccc(S(=O)(=O)N2CCN(C(=O)c3ccc(COc4ccccc4)o3)CC2)cc1	-61*	.	0%	?	110%[activator]	-6%	-1%
CCOC(=O)NC(NC(=O)OCC)C(=O)c1ccc(F)cc1	41	-3%	-4%	5%	-5%	8%	0%
O=C(CCC1N=C2c3ccccc3N=C(SCC(=O)Nc3ccccc3F)N2C1=O)NCc1ccco1 (stereo not drawn)	16	.	16%	.	.	.	2%
c1cnc(-c2noc(CN3CCN(C4CCCC4)CC3)n2)cn1	0	-1%	0%	10%	-10%	-1%	1%
CC1(O)c2ccccc2C(=O)N1Cc1ccccc1 (stereo not drawn)	-10	-4%	13%	12%	-16%	52%[activator]	1%
O=C(CN(C(=O)CNS(=O)(=O)c1ccccc1)c1ccc(F)cc1)NCc1ccco1	15	11%	-13%	16%	-11%	-4%	4%
CC1CCN(C(=O)CSc2ccc(-c3ccc4c(c3)OCCO4)nn2)CC1	?	-11%	-7%	1%	-9%	3%	-5%
CC(=O)Nc1ccc(S(=O)(=O)Nc2cccc3cccnc23)cc1	-83*	9%	-2%	-22%	-12%	12%	-12%
COCCOC(=O)C1=C(C)NC(=S)NC1c1cccs1 (stereo not drawn)	14	-11%	1%	7%	-18%	-2%	0%
COc1ccc(/C=C2/SC(c3ccc(C)cc3)=NC2=O)cc1OC	0	?	-6%	9%	-2%	-2%	?
CC(C)Oc1ccc(CNC(=O)c2ccc(CN3CC(=O)N4CCCCC4C3=O)cc2)cc1 (stereo not drawn)	13	.	1%	.	.	.	-1%
Cc1cc(C)c(NC(=O)Cn2c(=O)n(CCCCC(=O)NCc3ccccc3Cl)c(=O)c3ccccc32)c(C)c1	-1	.	24%	.	.	.	-3%
CCOc1cc(C2C3=C(CCCC3=O)OC3=C2C(=O)CCC3)cc([N+](=O)[O-])c1O	-26	3%	3%	0%	-11%	-8%	1%
CC1CCN(S(=O)(=O)c2ccc(NC(=O)CSc3nnnn3C)cc2)CC1	-29	0%	-5%	12%	0.16µM*	-2%	1%
O=C(O)C1CCCN1C(=O)Nc1ccc(Cl)cc1 (stereo not drawn)	-20	-5%	?	26%	-3%	-1%	1%
CC(=O)N(CC(=O)Nc1nn(-c2ccccc2)nc1C(N)=O)Cc1ccccc1	-26	1%	0%	-16%	-9%	18%	-1%
Cc1nc2ccccc2c2oc(C(=O)N3CCN(c4ccc([N+](=O)[O-])cc4)CC3)cc12	9	-1%	-10%	-18%	-7%	18%	-2%
CS(=O)(=O)N1CCN(c2ncccn2)CC1	11	-1%	?	21%	-6%	0%	6%
Cn1c(SCC(=O)NCc2ccccc2)nc2c([nH]c3ccccc32)c1=O	.	0%	4%	.	-21%	.	.
OCCC1CN(Cc2cccn2-c2ncccn2)CCN1Cc1ccccc1 (stereo not drawn)	-21	0%	10%	3%	-6%	4%	-1%
COc1ccc([C@H]2C[C@H](n3cc(C4CC4)nn3)[C@@H](O)CN2CC2CCCCC2)cc1	?	.	.	.	.	-3%	3%
CCC(C)NC(=O)CN(c1cc(Cl)ccc1OC)S(C)(=O)=O (stereo not drawn)	-7	1%	0%	6%	-16%	11%	-12%
Cc1cn([C@H]2C[C@H](O)[C@@H](/C=C/C(=O)NCc3ccco3)O2)c(=O)[nH]c1=O	20	.	.	.	.	0%	4%
COC(=O)c1ccc(C2C(C(=O)c3ccco3)=C(O)C(=O)N2c2cc(C)on2)cc1 (stereo not drawn)	23	3%	-5%	20%	-19%	3%	-8%
CCOC(=O)CNC(=O)CSc1nnc(Cn2c(=O)sc3ccccc32)n1-c1ccccc1C	-23	1%	-1%	-2%	66%[activator]	4%	6%
COc1cc2ccccc2nn1	-2	-6%	6%	7%	-17%	-3%	2%
CCOC(=O)c1c(NC(=O)CSc2nc3cc(Cl)ccc3s2)sc(C(C)=O)c1C	-61*	5%	-8%	-10%	-30%	.	.
COc1ccc(NC(=S)N(C(C)C)C2CCN(C(C)C)CC2)cc1Cl	.	0%	?	.	-10%	.	.
Cc1ccc(C2CC(=O)N(Cc3ccccc3F)c3c2c(C)nn3-c2nc(C)cc(C)n2)cc1 (stereo not drawn)	-14	.	22%	.	.	.	4%
CCc1nnc(NC(=O)C2CCCN(c3nc(C)cc(C)n3)C2)s1 (stereo not drawn)	2	-1%	?	-7%	-13%	-8%	1%
CCOC(=O)C1=C(C)N=C2SC(C)C(=O)N2C1c1ccc(C(=O)OC)cc1 (stereo not drawn)	47	8%	-2%	3%	5%	-30%	2%
CCCC(C)c1oc(=O)cc(O)c1C (stereo not drawn)	-19	.	.	-6%	-16%	1%	4%
Cc1onc(-c2ccccc2Cl)c1C(=O)NCCN1CCOCC1	13	0%	-13%	22%	0%	-2%	0%
CCOC(=O)c1sc(N2C(=O)C(O)=C(C(=O)c3ccco3)C2c2cccc([N+](=O)[O-])c2)nc1C (stereo not drawn)	-20	-10%	7%	6%	-59%	16%	-2%
Cc1nn(Cc2ccccc2Cl)c(C)c1C(=O)N(C)CC(=O)Nc1cccc(F)c1	?	.	?	?	137%[activator]	30%[activator]	0%
COc1ccccc1N1Cc2ccc(OC)c(OC)c2C1=O	25	-1%	3%	12%	-15%	0%	-6%
COCC(C)NC(=O)Cc1ccc(Cl)cc1 (stereo not drawn)	-7	-1%	4%	16%	-11%	14%	-13%
Cc1scc(C(=O)NCc2ccco2)c1-c1ccccc1	-3	8%	6%	3%	-8%	-6%	4%
COc1ccc(NC(=O)N(CCC(C)C)C(C)c2ccccn2)c(OC)c1 (stereo not drawn)	28	0%	?	-23%	57%	16%	2%

In the list so far, four have two or more sulfur atoms:
mol	HCMV antiviral	LmPK inh	AmpC detergent	HCV inh	AmpC inh no detg	AMA1-RON2 inh	Tb PYK inh
COCCOC(=O)C1=C(C)NC(=S)NC1c1cccs1 (stereo not drawn)	14	-11%	1%	7%	-18%	-2%	0%
CC1CCN(S(=O)(=O)c2ccc(NC(=O)CSc3nnnn3C)cc2)CC1	-29	0%	-5%	12%	0.16µM*	-2%	1%
CCOC(=O)CNC(=O)CSc1nnc(Cn2c(=O)sc3ccccc32)n1-c1ccccc1C	-23	1%	-1%	-2%	66%[activator]	4%	6%
CCOC(=O)c1c(NC(=O)CSc2nc3cc(Cl)ccc3s2)sc(C(C)=O)c1C	-61*	5%	-8%	-10%	-30%	.	.

The listing continues.
mol	HCMV antiviral	LmPK inh	AmpC detergent	HCV inh	AmpC inh no detg	AMA1-RON2 inh	Tb PYK inh
CN1CC(=O)NC1=NC(=O)c1cc(F)c(F)cc1Cl	5	1%	-14%	17%	-21%	92%[activator]	-7%
Cc1ccc(CCSc2ccc(F)cc2)cn1	-13	-1%	-1%	9%	-8%	2%	1%
COc1cccc(-n2c(SCC(=O)Nc3ccc(F)cc3F)nc3c([nH]c4ccccc43)c2=O)c1	46	.	12%	.	.	.	-11%
COc1ccccc1OCCNC(=O)c1ccc(C)c(S(=O)(=O)N2CCOCC2)c1	2	.	7%	?	59%	-11%	1%
COc1cccc(N(CC(=O)N2CCCCCC2)S(C)(=O)=O)c1	-17	-1%	-2%	16%	-1%	0%	-2%
Cc1ccc(N(C(C)C(=O)Nc2ccc(S(=O)(=O)N3CCOCC3)cc2)S(C)(=O)=O)cc1 (stereo not drawn)	18	1%	-1%	-1%&19%	18%	7%	-5%
Cc1cc(C)cc(N(C(=O)C(F)(F)F)C(C(=O)NC2CCCCC2)c2cccs2)c1 (stereo not drawn)	-4	0%	-6%	11%	-20%	-2%	1%
O=C(O)c1cc(=O)c2cc(Cl)ccc2o1	18	-5%	5%	2%	.	3%	-5%
CCOC(=O)c1cccc(NC(=O)CSc2nnc(-c3ccoc3C)n2CCOC)c1	-7	5%	-3%	?	33%	-2%	6%
CCN(CC(=O)Nc1ccccc1C(F)(F)F)C(=O)CCS(=O)(=O)c1ccc(C)cc1	2	.	?	-14%	3%	3%	5%
CC(=O)NC12CC3CC(C1)CC(C(=O)Nc1nc4ccc(S(C)(=O)=O)cc4s1)(C3)C2	-33	-6%	1%	2%	87%	0%	-3%
COc1cccc(N2CC(C(=O)Nc3ccc(C(=O)OC(C)C)cc3)CC2=O)c1 (stereo not drawn)	13	3%	5%	8%	26%	-6%	1%
CC1CC(C)CN(c2cc(N(C)CCO)c([N+](=O)[O-])c3nonc23)C1 (stereo not drawn)	-15	1%	-6%	17%	70%[activator]	3%	-5%
Cc1ccc(N2C(=O)C3C4CC(=O)C(c5ccccc54)C3C2=O)cc1 (stereo not drawn)	32	2%	-15%	21%	13%	-5%	3%
Cc1nc([N+](=O)[O-])cn1CCC#N	-5	0%	-5%	17%	-8%	11%	-2%
O=C(CN1CCOCC1)Nc1ncc(Cc2ccccc2Cl)s1	68	2%	-10%	-23%	119%[activator]	2%	-9%
COC(=O)c1ccc2[nH]ccc2c1	26	0%	-5%	-14%	-35%	-4%	-10%
CCOC(=O)c1c(C)[nH]c(C)c1S(=O)(=O)NCC(=O)Nc1cccc(SC)c1	2	.	3%	.	.	.	-7%
CCc1ccccc1NC(=O)CSc1nc2ccccc2nc1N1CCOCC1	15	-9%	-11%	14%	-5%	25%	-2%
COc1ccc(Cl)cc1NC(=O)c1ocnc1C	-27	5%	2%	?	-14%	4%	-6%
O=C(CSCc1c(F)cccc1Cl)Nc1ccccc1C(=O)N1CCOCC1	-29	-4%	4%	0%	-1%	14%	3%
CCOC(=O)C1CCN(/C=C2/C(=O)NC(=O)N(c3cccc(C)c3C)C2=O)CC1	?	0%	-13%	9%	-29%	-2%	2%
CCOC(=O)C1=CCCN(S(=O)(=O)c2ccc(C)cc2)C1	-9	.	.	.	.	18%	2%
Cc1cccc(C(=O)NN/C=C/C(=O)c2ccccc2)c1	-36	1%	-6%	-4%	-48%	71%[activator]	-9%
Cc1ccc(CN(C)C(=O)c2ccc(S(=O)(=O)N(C)c3ccccc3)cc2)o1	-25	.	-4%	?	46%	1%	?

High-throughput results (PubChem)
